Rat MKP-3 inhibitors: MKP-3 phosphatase inhibitors, primary screen, biochemical, rat enzyme, in vitro (AID 425); one-dose inhibition, % at 20 µM; IC50 in µM for titrated hits; actives 0.17% (n = 110,000); recombinant MKP-3 phosphatase activity, fluorescence; higher % means a stronger effect; Dual specificity protein phosphatase 6 (Rattus norvegicus); in the data active = inhibition above about 50%;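 also: plate controls were vehicle for no effect and reference inhibitor for full effect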
Hsp70 displacement: Hsp70 inhibitors, probe displacement, primary screen, biochemical, fluorescence polarization (AID 583). Heat shock 70 kDa protein 1A (Homo sapiens). Hsp70 fluorescence polarization probe displacement, mP; higher % means a stronger effect. displacement, % at 20 µM; hits with a dose series show IC50 in µM. actives 0.06% (n = 140,000); in the data active = displacement above about 50%;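 also: plate controls were vehicle for no effect and reference ligand for full effect; a part of the inactive calls stands beside numbers as strong as those of hits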
An asterisk follows results filed as active; & = joins results of further samples.

How did CCCn1c(-c2cc(OC)c(OC)c(OC)c2)nc2nc3ccccc3nc21 do in these assays?
Hsp70 displacement: 2.6%

Results for C=CCNC(=O)C1CC(=O)N(c2ccc(C)cc2)C1 (configuration not stated) ?
Rat MKP-3 inhibitors: -3%&1%; Hsp70 displacement: -0.1%&0.0%

What do the screens show for `COc1ccc(OC)c(NC(=O)c2ccccc2C)c1`?
Rat MKP-3 inhibitors: 1%; Hsp70 displacement: -1.3%

How did Cc1ccc2[nH]c(O)c(N=Nc3ccc([N+](=O)[O-])cc3[N+](=O)[O-])c2c1Br do in these assays?
Rat MKP-3 inhibitors: 13%; Hsp70 displacement: -16%

What do the screens show for `CCOC(=O)CCc1c(C)c(C#N)c2[nH]c3ccccc3n2c1=O`?
Rat MKP-3 inhibitors: 1%; Hsp70 displacement: 4.2%

How did CCCS(=O)(=O)N1CCC(C(=O)NCc2ccco2)CC1 do in these assays?
Rat MKP-3 inhibitors: -8%; Hsp70 displacement: -2.3%

Results for CCCCCNC(=O)CCn1c(=O)oc2ccccc21 ?
Rat MKP-3 inhibitors: 3%; Hsp70 displacement: -0.2%

Results for CCOC(=O)c1ccc(S(=O)(=O)Nc2ccccc2-c2nnn(CC)n2)cc1 ?
Rat MKP-3 inhibitors: -12%; Hsp70 displacement: 1.8%

How did CC(C)n1nnnc1SCC(=O)N1CCN(C(=O)c2ccco2)CC1 do in these assays?
Hsp70 displacement: -11%

What do the screens show for `CC1=NN(C(=N)c2ccccc2)C(C)(O)C1` (configuration not stated)?
Rat MKP-3 inhibitors: 0%; Hsp70 displacement: -2.2%

How did CCCC(=O)Nc1nc2ccc(S(=O)(=O)N3CCCCC3)cc2s1 do in these assays?
Rat MKP-3 inhibitors: 2%; Hsp70 displacement: 4.3%

What do the screens show for `Cc1cccc(-c2nnc3n2N=C(c2ccccc2Br)CS3)c1`?
Rat MKP-3 inhibitors: -4%; Hsp70 displacement: -0.8%

Results for COc1ccccc1N1C(=O)NC(=O)/C(=C/c2ccc(OC)c3ccccc23)C1=O ?
Rat MKP-3 inhibitors: 4%; Hsp70 displacement: 1.9%

How did NC(N)=NS(=O)(=O)c1ccc(N)cc1 do in these assays?
Rat MKP-3 inhibitors: 0%; Hsp70 displacement: 2.2%

How did O=C(c1cc2c(s1)CCCC2)N1CCN(Cc2ccc3c(c2)OCO3)CC1 do in these assays?
Rat MKP-3 inhibitors: -7%; Hsp70 displacement: -4.9%

Results for O=C(COc1ccc(-c2nnc(N3CCCCC3)c3ccccc23)cc1)N1CCCCC1 ?
Rat MKP-3 inhibitors: 2%; Hsp70 displacement: 0.1%

Results for CC(C)(C)Sc1nc(O)cc(=O)[nH]1 ?
Rat MKP-3 inhibitors: -1%; Hsp70 displacement: -1.7%

What do the screens show for `COc1ccccc1N1CCN(Cc2cccc(OC)c2OC)CC1`?
Rat MKP-3 inhibitors: -8%; Hsp70 displacement: -1.2%

Results for O=[N+]([O-])c1cccc(-c2nnc(-c3cccc(F)c3)o2)c1 ?
Rat MKP-3 inhibitors: -2%; Hsp70 displacement: 1.9%

What do the screens show for `COc1ccc(N2CCN(C(=O)COc3ccc(Cl)cc3Cl)CC2)cc1`?
Hsp70 displacement: -3.9%

2 successive records out of the list so far, quoted:
Results for O=[N+]([O-])c1cccc(-c2nnc(-c3cccc(F)c3)o2)c1 ?
Rat MKP-3 inhibitors: -2%; Hsp70 displacement: 1.9%

What do the screens show for `COc1ccc(N2CCN(C(=O)COc3ccc(Cl)cc3Cl)CC2)cc1`?
Hsp70 displacement: -3.9%

The listing picks up; the 7 compounds before the break are reprinted first.
How did NC(N)=NS(=O)(=O)c1ccc(N)cc1 do in these assays?
Rat MKP-3 inhibitors: 0%; Hsp70 displacement: 2.2%

How did O=C(c1cc2c(s1)CCCC2)N1CCN(Cc2ccc3c(c2)OCO3)CC1 do in these assays?
Rat MKP-3 inhibitors: -7%; Hsp70 displacement: -4.9%

Results for O=C(COc1ccc(-c2nnc(N3CCCCC3)c3ccccc23)cc1)N1CCCCC1 ?
Rat MKP-3 inhibitors: 2%; Hsp70 displacement: 0.1%

Results for CC(C)(C)Sc1nc(O)cc(=O)[nH]1 ?
Rat MKP-3 inhibitors: -1%; Hsp70 displacement: -1.7%

What do the screens show for `COc1ccccc1N1CCN(Cc2cccc(OC)c2OC)CC1`?
Rat MKP-3 inhibitors: -8%; Hsp70 displacement: -1.2%

Results for O=[N+]([O-])c1cccc(-c2nnc(-c3cccc(F)c3)o2)c1 ?
Rat MKP-3 inhibitors: -2%; Hsp70 displacement: 1.9%

What do the screens show for `COc1ccc(N2CCN(C(=O)COc3ccc(Cl)cc3Cl)CC2)cc1`?
Hsp70 displacement: -3.9%

Results for CCCC(NS(=O)(=O)c1ccc(C)cc1)C(=O)O (configuration not stated) ?
Hsp70 displacement: -3.8%

Results for COc1cc(C(=O)N2CCN(C(=O)COc3ccc4ccccc4c3)CC2)cc(OC)c1OC ?
Rat MKP-3 inhibitors: -6%&0%; Hsp70 displacement: 0.3%&-6.2%

What do the screens show for `COc1ccc(C2Nc3ccccc3NC3=C2C(=O)CC(c2ccc(Cl)cc2)C3)cc1` (configuration not stated)?
Rat MKP-3 inhibitors: 2%; Hsp70 displacement: -0.1%

What do the screens show for `Nc1cccc(C(=O)c2cccc(N)c2)c1`?
Rat MKP-3 inhibitors: -1%; Hsp70 displacement: 4.1%

Results for COC(=O)CN1C(=O)C(O)(CC(=O)c2ccc(Cl)cc2)c2ccccc21 (configuration not stated) ?
Rat MKP-3 inhibitors: -2%; Hsp70 displacement: -1.2%

How did CCOc1ccc(NC(=O)CSc2nc3ccc(OC)cc3[nH]2)cc1 do in these assays?
Rat MKP-3 inhibitors: 0%; Hsp70 displacement: -2.2%

Results for CC(C)OP(=O)(OC(C)C)C(O)c1ccc2c(c1)OCO2 (configuration not stated) ?
Rat MKP-3 inhibitors: 4%; Hsp70 displacement: 3.8%

How did O=C(Nc1ccccc1)N(O)c1ccc(Cl)cc1 do in these assays?
Rat MKP-3 inhibitors: -3%; Hsp70 displacement: -1.1%

Results for O=C1OCc2cc(NC(=O)C3CCCO3)ccc21 (configuration not stated) ?
Rat MKP-3 inhibitors: -6%; Hsp70 displacement: 1.9%

How did CC(C)(C)C1=Nn2c(nnc2-c2n[nH]c3c2CCC3)SC1 do in these assays?
Rat MKP-3 inhibitors: -4%; Hsp70 displacement: 1.9%

What do the screens show for `CCCCc1c(C)[nH]c2ccc(OC)cc2c1=S`?
Rat MKP-3 inhibitors: 0%; Hsp70 displacement: -0.4%

How did CC1(C)CC(=O)C(C=NCc2ccccn2)=C(O)C1 do in these assays?
Rat MKP-3 inhibitors: 0%; Hsp70 displacement: -1.2%

Results for CCOC(=O)c1cccc(NC(=O)CNC(=O)C2CCCCC2)c1 ?
Rat MKP-3 inhibitors: -12%; Hsp70 displacement: 3.5%

How did c1ccc(-n2nnnc2SCc2nc3ccccc3[nH]2)cc1 do in these assays?
Rat MKP-3 inhibitors: -1%; Hsp70 displacement: 2.8%

What do the screens show for `O=C(Nc1c(C(=O)N2CCCCC2)cnn1-c1ccccc1)c1ccccc1`?
Rat MKP-3 inhibitors: -1%; Hsp70 displacement: 1.3%

What do the screens show for `CC1CC(=O)N(CC(=O)Nc2ccc3c(c2)OCO3)c2ccccc2S1` (configuration not stated)?
Rat MKP-3 inhibitors: 6%; Hsp70 displacement: -1.1%

What do the screens show for `COc1ccc(-n2c(C)cc(C(=O)COC(=O)Cn3cnc4ccccc43)c2C)cc1`?
Rat MKP-3 inhibitors: -9%; Hsp70 displacement: -0.2%

Results for CCOc1ccc(C(=O)N2CCCC2)cc1 ?
Hsp70 displacement: -6.2%

What do the screens show for `CC(=O)Nc1cc(C(=O)N2CCCC2)ccc1S(=O)(=O)c1ccc(Cl)cc1`?
Hsp70 displacement: 1.0%

What do the screens show for `COc1ccccc1N1CCN(C(=O)c2cc3n(n2)C(C(F)(F)F)CC(c2ccco2)N3)CC1` (configuration not stated)?
Rat MKP-3 inhibitors: 1%; Hsp70 displacement: -3.9%

Results for CC(C)(C)c1ccc(C(=O)CCCSC2=C(C#N)C(c3ccco3)C3=C(CCCC3=O)N2)cc1 (configuration not stated) ?
Rat MKP-3 inhibitors: 4%; Hsp70 displacement: -7.5%

How did O=C(c1cccc(COc2cccc3ccccc23)c1)N1CCCC1 do in these assays?
Hsp70 displacement: -1.0%

Results for CC(C)(C)N1CC2(c3ccccc3)CN(C(C)(C)C)CC(c3ccccc3)(C1)C2=O ?
Hsp70 displacement: 6.0%

How did COc1ccc(C(=O)NCCCN2CCCC2=O)cc1 do in these assays?
Hsp70 displacement: -7.9%

Results for C=CCN(c1ccccc1)S(=O)(=O)c1ccc2c(c1)oc(=O)n2C ?
Rat MKP-3 inhibitors: -5%; Hsp70 displacement: -2.5%

Results for N=c1n(CC(=O)O)c2ccccc2n1Cc1ccccc1Cl ?
Rat MKP-3 inhibitors: -3%; Hsp70 displacement: 2.4%

What do the screens show for `CC(=O)OCc1nc2sc3c(c2c(=O)[nH]1)CCCC3`?
Hsp70 displacement: 10%

Results for COc1ccc(CNc2ccc(C)c(C)c2)c(OC)c1C ?
Rat MKP-3 inhibitors: 0%; Hsp70 displacement: 4.1%

Results for CC(C)Cn1c(=O)c(C(=O)Nc2ccncc2)c(O)c2ccccc21 ?
Rat MKP-3 inhibitors: 4%; Hsp70 displacement: 3.4%

How did CCc1nnc(NC(=O)CSc2nnc(COc3cccc(C)c3)o2)s1 do in these assays?
Rat MKP-3 inhibitors: -18%; Hsp70 displacement: -2.5%

How did CCSc1nc(N)c2c3c(sc2n1)CN(C)CC3 do in these assays?
Rat MKP-3 inhibitors: -6%; Hsp70 displacement: -3.5%

What do the screens show for `CC(NC(=O)C1CCCCC1)C(=O)NC1=NCCS1` (configuration not stated)?
Hsp70 displacement: -0.4%

How did Cc1ccc(CNC(=O)CCc2c(C)nc3ncnn3c2C)cc1 do in these assays?
Rat MKP-3 inhibitors: 0%; Hsp70 displacement: 3.6%

What do the screens show for `COc1cc(/C=N/n2c(SC)nnc(C(C)(C)C)c2=O)ccc1O`?
Rat MKP-3 inhibitors: -4%&3%; Hsp70 displacement: 2.4%&-1.1%

How did CCCNS(=O)(=O)c1ccc(OCC(=O)OC)cc1 do in these assays?
Hsp70 displacement: -1.3%

Results for COCCn1c(=NC(=O)CSCC(=O)NC2CCCCC2)sc2cc(OC)ccc21 ?
Rat MKP-3 inhibitors: 2%; Hsp70 displacement: 3.4%

Results for CNc1ccccc1C(C)(C)c1cc(-c2ccco2)n[nH]1 ?
Rat MKP-3 inhibitors: 8%; Hsp70 displacement: -1.7%

What do the screens show for `O=C(CN1C(=O)CSc2ncccc21)N1CCOCC1`?
Rat MKP-3 inhibitors: -8%; Hsp70 displacement: -2.6%

Results for CCn1c(SCC(=O)NCc2ccc(F)cc2)nc2c(c1=O)SC(C)C2 (configuration not stated) ?
Rat MKP-3 inhibitors: -10%; Hsp70 displacement: 3.1%

Results for CC(C)C(c1nnnn1Cc1cccs1)N1CCN(C2CCCC2)CC1 (configuration not stated) ?
Rat MKP-3 inhibitors: -1%; Hsp70 displacement: -1.3%

Results for COc1ccccc1C(=O)N1CCN(c2nc3cc(C)c(C)cc3cc2C#N)CC1 ?
Rat MKP-3 inhibitors: -11%; Hsp70 displacement: -4.1%

What do the screens show for `Cc1cc(C)n(C2=NS(=O)(=O)c3ccccc32)n1`?
Rat MKP-3 inhibitors: -10%; Hsp70 displacement: -2.5%

What do the screens show for `CNC(C)c1cc(OC)ccc1OC` (configuration not stated)?
Hsp70 displacement: 4.7%

What do the screens show for `Cc1ccc(=O)n(C(C(=O)NCc2ccco2)C(=O)c2ccc(F)cc2)c1` (configuration not stated)?
Rat MKP-3 inhibitors: -8%; Hsp70 displacement: 1.0%

What do the screens show for `CCOc1ccc(N2C(=O)/C(=C/c3ccccc3OC)SC2=S)cc1`?
Rat MKP-3 inhibitors: 1%; Hsp70 displacement: 2.1%

What do the screens show for `COc1cc(C(=O)O)cc(OC)c1OC(=O)c1cc(C)c(C)o1`?
Rat MKP-3 inhibitors: 3%; Hsp70 displacement: -1.3%

What do the screens show for `CC(C)Nc1nc(NC(C)C)nc(Oc2ccc(OCc3ccccc3)nn2)n1`?
Hsp70 displacement: -1.7%

What do the screens show for `CCC(C)NC(=O)c1ccccc1NC(=O)C(C)N(c1ccccc1)S(C)(=O)=O` (configuration not stated)?
Rat MKP-3 inhibitors: -13%; Hsp70 displacement: -2.1%

What do the screens show for `CCOC(=O)C1CCN(C(=O)COc2cc(C)c(Br)cc2C)CC1`?
Rat MKP-3 inhibitors: -11%; Hsp70 displacement: 5.7%

How did COc1cc2c(cc1OC)C(C(=O)N1CCCCC1)C(c1ccccc1F)N(C)C2=O (configuration not stated) do in these assays?
Rat MKP-3 inhibitors: 0%; Hsp70 displacement: 1.7%

Results for CCN(CC)c1ccc(CN(C(=O)c2ccco2)C2CCS(=O)(=O)C2)cc1 (configuration not stated) ?
Rat MKP-3 inhibitors: -2%; Hsp70 displacement: -1.8%

How did Cc1ccc(CC2C(=O)N(CC(=O)O)C(=O)C2C)cc1 (configuration not stated) do in these assays?
Hsp70 displacement: -1.7%

What do the screens show for `CCOc1ccc(-c2nc(Cc3c(F)cccc3Cl)no2)cc1`?
Rat MKP-3 inhibitors: 0%; Hsp70 displacement: 4.0%

How did CCOc1ccc(NC(=O)c2c(-c3ccccc3Cl)noc2C)c([N+](=O)[O-])c1 do in these assays?
Rat MKP-3 inhibitors: 0%; Hsp70 displacement: -2.5%

Results for CC(C)C(C(=O)NC(C)(C)C)N1C(=O)c2ccccc2C1=O (configuration not stated) ?
Rat MKP-3 inhibitors: -14%; Hsp70 displacement: 0.6%

How did Cc1ccc(Cn2nc(C)c(NC(=O)c3noc4c3CCCCC4)c2C)cc1 do in these assays?
Rat MKP-3 inhibitors: 9%; Hsp70 displacement: -1.3%

How did O=C(Nc1ccc2c(c1)CCC2)C1CCCN(c2ncccn2)C1 (configuration not stated) do in these assays?
Rat MKP-3 inhibitors: -14%; Hsp70 displacement: 1.2%

An excerpt, so the mix of outcomes need not match the whole.
